ELG1 repair inh – qHTS screen for small molecules that inhibit ELG1-dependent DNA repair in human embryonic kidney (HEK293T) cells expressing luciferase-tagged ELG1; HEK293T ELG1-luciferase reporter, luminescence, 16 h; DNA damage induced by 5-fluorouridine; Potency, µM (highest dose often 46.1 µM), for inactives: at the highest dose activity change, negative = inhibition, actives largely listed as inhibitors; 330,000 compounds, 2.3% hits; further: potency means the concentration at half of the fitted maximal effect; on the % scale 0 is the no-effect control and ±100 the full control effect; nearly all actives have a fitted effect of over 55% in size
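Quantitative HTS, concentration-response format. 2,000 cells/well co-treated with 5-fluorouridine and compound, 16 hr in 5% CO2 at 37 °C; ONE-Glo luminescence read after 30 min.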
B2AR arrestin – qHTS assay of beta-arrestin-biased ligands of beta2-adrenergic receptor | beta-arrestin recruitment to beta2AR, cell-based reporter | 330,000 compounds, 0.02% hits | Potency, µM (highest dose often 46.1 µM), inactives show at the top dose activation, most hits filed as activators | Beta-2 adrenergic receptor (Homo sapiens), P07550;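 further: potency means the concentration at half of the fitted maximal effect; 0% = DMSO controls and full agonism = EC100 isoproterenol or metaproterenol; nearly all actives have a fitted effect of over 65% in size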
Target sequence (P07550 whole entry, looked up): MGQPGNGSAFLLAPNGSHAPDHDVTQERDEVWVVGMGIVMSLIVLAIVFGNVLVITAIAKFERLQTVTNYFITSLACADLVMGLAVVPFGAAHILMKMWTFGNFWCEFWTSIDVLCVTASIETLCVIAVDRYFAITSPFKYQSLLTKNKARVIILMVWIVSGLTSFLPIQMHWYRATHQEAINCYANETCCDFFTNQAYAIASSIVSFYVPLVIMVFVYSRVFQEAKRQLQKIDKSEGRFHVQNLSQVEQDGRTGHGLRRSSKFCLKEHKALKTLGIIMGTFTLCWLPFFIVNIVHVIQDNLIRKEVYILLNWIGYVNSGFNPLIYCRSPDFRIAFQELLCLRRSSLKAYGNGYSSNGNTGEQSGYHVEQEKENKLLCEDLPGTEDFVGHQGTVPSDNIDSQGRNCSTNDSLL
A-T KAP1 phos – qHTS Assay for Identifying a Potential Treatment of Ataxia-Telangiectasia. […] A-T fibroblasts, KAP-1 phosphorylation AlphaLISA; neocarzinostatin DNA damage 30 min before lysis. Potency, µM (titrated, usually from 57.5 µM), inactives show at the highest dose activation, hits mostly activators. 320,000 compounds, 0.19% hits. AID 485349, 2010; further: potency means the concentration at half of the fitted maximal effect; % of control where 0% means no effect; nearly all actives have a fitted effect of over 45% in size
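ATM-like activity read as KAP-1 phosphorylation via AlphaLISA donor/acceptor antibody pairs after lysis and 6 hr at 25C. Cells were ATM-null patient fibroblasts ([…], hTERT), dosed 60 min, then exposed to the DSB inducer NCS for 30 min.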
a7 integrin act – qHTS for Activators of Integrin-Mediated Alleviation for Muscular Dystrophy | alpha7betagal myoblasts, beta-gal FDG fluorescence, 48 h | Potency, µM (highest dose often 38.3 µM), for inactives: top-dose activation, actives largely listed as activators | 350,000 compounds, 0.064% hits | AID 624291, 2012;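 further: potency means the concentration at half of the fitted maximal effect; 100% = response of the positive control SU9516; nearly all actives have a fitted effect of over 60% in size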
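Alpha7betagal+/- myoblasts (passage 13) were plated 16-24 hr, then exposed to compounds (1:260 dilution of DMSO stock) for 48 hours at 37C. After MPER lysis, β-galactosidase reporter activity was read as FDG fluorescence (ex 480/em 540) after 30 minutes.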
BRCA1 expr up – qHTS Assay to Identify Small Molecule Activators of BRCA1 Expression; MCF7-BRCA1-FFLuc reporter, luminescence, 48 h; response scale: scaled: vehicle 0%, 10 µM genistein 100%; Potency, µM (doses to about 46.1 µM), without a hit: top-dose activation, most hits filed as activators; 380,000 compounds, 1.1% hits; AID 624202, 2012; further: potency means the concentration at half of the fitted maximal effect; nearly all actives have a fitted effect of over 80% in size; some results filed as inactive show a strong effect at the top dose
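Cells: MCF7-BRCA1-FFLuc, 2000/well. Exposure: 48 h, 37 °C, 5% CO2. Read: luminescence, 15 min post-substrate. Controls: genistein 10 microM (maximal activation), DMSO (neutral).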
TCR activator – Activators of T cell receptors: qHTS campaign. primary human leukocytes, anti-CD3, IL-2 HTRF, 48 h. Potency, µM (doses to about 9.22 µM), inactives show top-dose activation of IL-2 secretion, most hits filed as activators. 330,000 tested, under 10 active; further: % of control where 0% means no effect
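Primary human leukocytes incubated 48 hr with anti-CD3 beads plus compound, without co-stimulation. Secreted IL-2 measured by HTRF (europium cryptate/d2 anti-IL-2 pair, 320 nm excitation, 665 nm emission).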
PTAP TSG101 blk – qHTS Assay for Iinhibitors of HIV-1 Budding by Blocking the Interaction of PTAP/TSG101 | AID 493005, 2010 | Tumor susceptibility gene 101 protein (Homo sapiens), Q99816 | 340,000 tested, under 10 active | Potency, µM (doses to about 115 µM), for inactives: at the highest dose activity change, negative = inhibition, actives largely listed as inhibitors | Fluorescence polarization, FITC-PTAP peptide / Tsg101 binding; active means well fitted inhibition curve with a large enough effect in the main read-out, with a control signal flat, not every such curve was filed as active; inconclusive means small, poorly fitted or top-dose-only effect, or effect the other way, or a change in a side signal; inactive means no such curve, though single readings can be large or run the other way; further: potency means the concentration at half of the fitted maximal effect; % of control where 0% means no effect
Target sequence (Q99816 whole entry, looked up): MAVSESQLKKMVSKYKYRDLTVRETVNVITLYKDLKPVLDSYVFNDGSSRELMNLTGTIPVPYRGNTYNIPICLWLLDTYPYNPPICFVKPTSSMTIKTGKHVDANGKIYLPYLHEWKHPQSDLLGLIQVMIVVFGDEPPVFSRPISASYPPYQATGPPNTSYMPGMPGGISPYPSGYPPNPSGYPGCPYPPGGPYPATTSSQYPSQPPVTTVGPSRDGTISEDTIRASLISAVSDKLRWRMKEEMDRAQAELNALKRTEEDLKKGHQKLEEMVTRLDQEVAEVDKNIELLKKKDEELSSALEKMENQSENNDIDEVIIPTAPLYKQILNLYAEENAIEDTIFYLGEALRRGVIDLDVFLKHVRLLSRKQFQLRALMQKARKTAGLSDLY
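Fluorescence anisotropy tracks displacement of a FITC-tagged PTAP peptide (50 nM) from the Tsg101 binding domain (10 uM), following a 20 min room-temperature incubation at pH 7.5.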
MLL CXXC-DNA inh – qHTS Fluorescence Polarization Assay for Inhibitors of MLL CXXC domain - DNA interaction; 290,000 compounds, 0.037% hits; AID 2662, 2010; Histone-lysine N-methyltransferase 2A (Homo sapiens), Q03164; MLL-CXXC / FITC-HOXA9 DNA fluorescence polarization; Potency, µM (highest dose often 115 µM), inactives show top-dose activity change, negative = inhibition, actives largely listed as inhibitors; active means well fitted inhibition curve with a large enough effect in the polarisation, with a control signal flat, not every such curve was filed as active; inconclusive means small, poorly fitted or top-dose-only effect, or effect the other way, or a change in a side signal; inactive means no such curve, though single readings can be large or run the other way; the % refers to the polarisation; further: potency means the concentration at half of the fitted maximal effect
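Steps: dispense CXXC domain solution (7 uM) → pin compounds or unlabeled HOX-A9 DNA control → 5 min ambient → add FLSN-HOX-A9 solution (50 nM) → spin → 30 min ambient → fluorescence polarization. Tris pH 7.5/NaCl/DTT/BSA buffer.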
TRPV1 agonist – HTS Assay for Compounds that Act as Agonists of the Vanilloid Receptor 1; Transient receptor potential cation channel subfamily V member 1 (Homo sapiens), Q8NER1; TRPV1-expressing cells, Fluo-8 calcium influx, agonist mode; activation, % at 8.33 µM; 320,000 compounds, 0.19% hits; AID 540275, 2011; in the data active means activation above about 80%; inconclusive means between about 30% and that limit; further: 0% is about no effect
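Cells expressing TRPV1 were dye-loaded with Fluo-8 and read kinetically: 10 s baseline, 3 min after compound (agonist portion), then 2 min after EC20 capsaicin (allosteric enhancer portion). Calcium-bound dye fluorescence at 480/520 nm.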
p53 reactivator – qHTS assay for re-activators of p53 using a Luc reporter | AID 504706, 2011 | Potency, µM (doses to about 92.2 µM), for inactives: top-dose activity change, positive = activation, usual class: activators | 320,000 compounds, 0.063% hits | H1299 p53-A138V BP100-luciferase reporter, luminescence, 24 h; further: potency means the concentration at half of the fitted maximal effect; % of control where 0% means no effect; nearly all actives have a fitted effect of over 45% in size
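p53-null H1299 cells stably carrying temperature-sensitive p53-A138V and a BP100-luciferase reporter were pinned with compounds (4-point, 1:5 series) and held 24 hrs at 37 deg C. Luminescence was read 10 min after detection reagent.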
The depositor's hits bear a star; ? = inconclusive; / = not tested or not shown; [ ] = dose if it differs, or a comment. Unless noted, the call rests on the fitted dose curve; in most records, active means well fitted curve in the direction sought with a large enough effect; inconclusive means small, poorly fitted or top-dose-only effect, or another doubt; inactive means no such curve, though single readings can be large; an effect the other way counts as inactive or inconclusive. The order is random. About 3.8% of those tested had a hit in this group.

no.	molecule	ELG1 repair inh	BRCA1 expr up	TRPV1 agonist	MLL CXXC-DNA inh	p53 reactivator	B2AR arrestin	TCR activator	A-T KAP1 phos	PTAP TSG101 blk	a7 integrin act
1	CCCCn1c(N)c(N(CC(C)C)C(=O)c2cccc(-n3cnnn3)c2)c(=O)[nH]c1=O	28%	-12%	1	/	1%	-0.3%	11%	0%	-1%	7%
2	COc1ccc(Nc2ncnc3sc(C)cc23)c(OC)c1	?	60%	2	-13%	16%	-0.1%	/	12%	-3%	-39%
3	Cn1cc(CN(CCO)Cc2cccs2)c(-c2cccc(Cl)c2)n1	-14%	-15%	2	6%	-3%	0.0%	-9%	-3%	-8%	21%
4	COc1ccc(C(=O)C2CCCN(C(=O)C3CCOCC3)C2)c(C)c1 (stereo not given)	14%	3%	0	4%	0%	-0.9%	7%	-1%	-4%	-10%
5	COc1ccc2c(c1)C(c1ccc(Cl)cc1)NC(=O)C2 (stereo not given)	-2%	9%	4	/	-11%	0.4%	8%	24%	-2%	9%
6	COc1ccc(C(=O)COC(=O)/C=C/c2ccccc2)c(OC)c1	?	32%	-1	/	?	-0.1%	-1%	8%	-1%	15%
7	Cc1ccc(-c2c[n+](CC(=O)Nc3cc(=O)n(C)c(=O)n3C)c3n2CCC3)cc1	?	-9%	2	10%	1%	-0.3%	-2%[46.1 µM]	-1%	-5%	15%
8	O=C(NCCCNCc1ccccc1)/C(=N\O)c1ccccc1	-6%	19%	0	5%	-5%	0.1%	33%	4%	-10%	14%
9	CC1=C(C(=O)NC2CCCc3c2cnn3-c2cccc(C)c2C)OCCO1 (stereo not given)	?	-30%	16	25%	-26%	-1.0%	7%	-8%	2%	-51%[inhibitor]
10	Cc1ccc(CCNC(=O)c2nnn(-c3cc(C)cc(C)c3)c2N)cc1	0%	0%	5	1%	4%	-0.3%	-32%	-1%	-9%	-18%
11	Cn1nc(C(=O)Oc2cc(=O)n(C)c3ccccc23)c2ccccc2c1=O	0%	-6%	-1	2%	0%	-0.4%	3%	7%	-5%	-16%
12	Cc1ccc(NC(=S)NCc2ccccc2)c(C)c1	?	-14%	29	1%	/	-0.4%	-7%	-5%	-2%	27%
13	COc1cc(C(=O)N/N=C(\c2ccccc2)c2ccccn2)cc(OC)c1OC	?	-64%	16	2%	?	-0.5%	2%[46.1 µM]	4%	-1%	-27%
14	O=C(Nc1nc(-c2ccc(F)c(F)c2)cs1)C1=COCCO1	?	?	?	/	?	0.0%	0%	8%	-5%	-4%
15	CCOc1cc(N2CCOCC2)c(OCC)cc1NC(=O)COc1ncnc2ccccc12	-31%	-15%	-9	0%	-1%	0.3%	-1%	/	-5%	0%
16	COc1cc(OC)c2c3c(c(C4CCCCC4)nc2c1)CCCC3	/	7%	/	/	/	/	4%	/	-7%	7%
17	CSc1ccccc1NC(=O)CN(C1CCCCC1)S(C)(=O)=O	-5%	-5%[1.84 µM]	0	-3%	-6%	-0.3%	0%	5%	-2%	25%
18	COCCn1c(C)cc(C(=O)COC(=O)C2CC(=O)N(CCc3ccc(OC)c(OC)c3)C2)c1C (stereo not given)	?	3%	-6	/	21%	0.1%	/	-9%	-3%	-13%
19	CCOC(=O)CSc1cc(=O)n(CC)c2ccccc12	8%	6%	2	-2%	-26%	-0.2%	/	-6%	-5%	8%
20	CC(C)c1nc2sc3c(NCc4ccco4)ncnc3c2c2c1COC(C)(C)C2	?	-3%	29	9%	7%	0.5%	5%	34%	1%	-9%
21	COC(=O)c1[nH]c2cccc(Cl)c2c1NC(=O)CN1CCN(CCO)CC1	0%	1%	-3	7%	-4%	-0.9%	0%	8%	-6%	-23%
22	CS(=O)(=O)N(CC(=O)Nc1ccccc1C(=O)N1CCOCC1)c1ccccc1	1%	-13%	21	-1%	-4%	0.0%	-4%[46.1 µM]	/	-5%	22%
23	COc1ccccc1N1C(=O)C2C3C=CC(C3)C2(C)C1=O (stereo not given)	1%	-5%	-3	5%	-2%	0.1%	1%	3%	-1%	-13%
24	O=C(CSc1nc2ccccc2nc1N1CCCCC1)N1CCN(c2ccccc2)CC1	-24%	-11%	25	/	/	-1.0%	-4%	-2%	0%	-27%
25	CCN(CC)Cc1c(O)ccc2occ(C(=O)c3ccc(OC)cc3)c12	?	-3%	-1	-2%	11%	-0.1%	3%[46.1 µM]	-2%	0%	-18%
26	CC1(C)C2CCC1(CS(=O)(=O)N1CCCC1C(=O)O)C(=O)C2 (stereo not given)	7%	-31%	/	/	7%	-0.2%	-2%[46.1 µM]	17%	1%	-19%
27	CCc1ccc(Nc2n[n+](-c3ccccc3)c(/C=C/c3ccccc3)s2)cc1	?	/	-2	21%	4%	-1.0%	/	-8%	/	/
28	CCOC(=O)Cn1nc(C)n(-c2c(C)cccc2C)c1=O	0%	5%	-1	6%	-4%	-0.1%	4%	1%	-1%	-4%
29	CCOc1ccc(NC(=O)C(C)Sc2nnnn2C)cc1 (stereo not given)	3%	37%	-1	-4%	3%	-0.5%	/	3%	-6%	-4%
30	COc1ccc(CCNC(=O)c2cc(=O)c3ccc(C)cc3o2)cc1OC	16µM*	-19%	6	10%	4%	-0.2%	3%	5%	-2%	-14%
31	CCCCn1c(N)c(N(CCOC)C(=O)c2cc(-c3ccccc3)nc3ccccc23)c(=O)[nH]c1=O	?	-18%	2	/	0%	0.0%	0%	8%	-1%	-12%
32	COCCSc1ccccc1C(=O)N1CCN(c2ccccc2OC)CC1	1%	1%	14	11%	-5%	-0.2%	-9%	16%	-4%	-1%
33	CC(CNC(=O)c1ccc(OC2CCN(Cc3ccccn3)CC2)cc1)Oc1cccnc1 (stereo not given)	-20%	1%	?	0%	2%	0.2%	-7%	15%	-7%	-24%
34	Cc1cccc(NC(=O)c2nc[nH]c2C(=O)N[C@@H](Cc2ccccc2)C(=O)OCc2ccccc2)c1	-1%	0%	7	-5%	16%	-1.1%	-6%	-5%	/	0%
35	CC(C)c1nc2oc3c(N4CCN(C)CC4)ncnc3c2c2c1CCC2	-1%	-21%	-1	41%[activator]	3%	-0.9%	-2%	6%	-12%	?
36	CC(C)[C@H](NC(=O)N1CCn2c1nc1ccccc12)C(=O)NCc1ccc(F)cc1	3%	-30%	28	46%[activator]	-1%	-0.9%	-1%	-4%	-7%	-22%
37	CNC(=O)NC(=O)Cn1cnc2sc(-c3ccccc3)cc2c1=O	23%	11%	1	-1%	1%	0.0%	-2%	4%	1%	1%
38	Cc1cc(C)cc(Nc2nc3c(S(=O)(=O)c4ccccc4)nnn3c3ccccc23)c1	-9%	-3%	0	10%	-14%	0.5%	-6%[46.1 µM]	3%	-4%	-11%
39	Cc1ccc(C)c(S(=O)(=O)N2CCN(C(=O)Cn3[nH]c(=O)c4ccccc4c3=O)CC2)c1	?	-24%	-5	/	-5%	0.2%	-2%	8%	-1%	-24%
40	Cc1cc(NS(=O)(=O)c2ccc(NC(=S)NCc3ccccc3)cc2)no1	17%	4%	4	38%[activator]	0%	-0.9%	-3%	2%	-3%	-6%
41	CC(=O)N1CCN(C(=O)c2ccc(Cl)c(S(=O)(=O)N3CCCCCC3)c2)CC1	-1%	0%	1	/	-4%	-2.3%	-7%	3%	-1%	?
42	O=C(C(=O)N1CCN(c2ccc(F)cc2)CC1)N1CCCCC1	4%	4%	3	-2%	1%	0.0%	/	-3%	-8%	9%
43	CC(C)c1cc(C(=O)N2CCCC(C(=O)c3ccc4ccccc4c3)C2)on1 (stereo not given)	-11%	5%	?	0%	6%	0.0%	-6%	5%	0%	-45%[inhibitor]
44	COc1ccc(C(=O)NCCCOc2cccc(NC(C)=O)c2)cc1	14%	4%	0	-7%	3%	-0.8%	-8%	6%	1%	-15%
45	CCOC(=O)C1CCCN1C(=O)C1(NC(C)=O)CCCC1 (stereo not given)	/	-4%	/	/	/	/	10%	/	-2%	34%
46	CCOC(=O)c1c(NC(=O)CSc2nnc(-c3ccc(OC)cc3)o2)sc2c1CCC2	/	3%	/	/	/	/	1%	/	-3%	-10%

Compound activity from PubChem BioAssay.
